From PubChem BioAssay
UBC9 SUMO inh: SUMOylation inhibition; P63279; HTRF SUMOylation assay, SAE1/SAE2 + UBC9, in vitro; inhibition, % at 35 µM; hit rate 0.36% among 290,000; in the data active means inhibition above about 50%, passing the limit was not always enough; further: strong numbers were not always called active
IDE inh: inhibitors of human insulin-degrading enzyme in cells. inhibition, % at 5.59 µM. HEK cells, FAbetaB cleavage, fluorescence polarization. P14735. hit rate 0.41% among 320,000;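 active means percent inhibition above the average of all tested compounds plus 3 SD, set per screening campaign, cut at about 16% in these data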;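 further: IDE supplied by intact live HEK cells; FP after avidin binding of uncleaved biotin substrate so inhibition keeps polarization high; 0% = DMSO wells and 100% = 60 µM reference IDE inhibitor Ii1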
MEKK2mut PB1 HTS: signal of MEK5 binding to mutant human MEKK2 PB1 domain; bead flow cytometry, Alexa488-MEK5 binding to MEKK2 mutant; percent response, % at 10 µM; hit rate 0.35% among 290,000; in the data active means percent response above about 24%, passing the limit was not always enough; further: inactives centre near 1; some results filed as inactive read as strong as hits; reference of the scale not given here
MEKK2 WT-MEK5: raises or lowers MEK5 binding to wildtype human MEKK2 PB1 domain; Q9Y2U5; binding response (% of control), % at 10 µM; bead flow cytometry, Alexa488-MEK5 binding to MEKK2 WT; actives lie on both sides; AID 1531; hit rate 1.1% among 290,000; in the data active means binding response below about 67% or above about 130%
pCIP destab: lowers stability of the mouse p/CIP coactivator protein; Q05BA5; F442A p/CIP-EGFP cells, EGFP fluorescence, 16 h; decrease of EGFP signal, % at 10 µM; AID 1984; hit rate 0.01% among 290,000;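 active means EGFP signal decrease of at least 30% at 10 µM or well 3 SD below plate mean, unless failing retest; inactive means the rest, including hits failing retest or dose response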; further: some compounds called inactive have numbers as strong as hits; many of its hits are not listed in these tables
IDE act: activators of human insulin-degrading enzyme in cells; HEK cells, FAbeta-B cleavage, fluorescence polarization; 0% vehicle, 100% cell-free pure enzyme wells; P14735; activation, % at 5.96 µM; hit rate 0.073% among 340,000;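 active means activation above the mean of all tested compounds plus 3 SD, set per screening campaign, cut at about 17% in these data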
PfM18AAP inh: PfM18AAP enzyme inhibition. recombinant PfM18AAP, H-Glu-NHMec fluorogenic cleavage. inhibition, % at 7.35 µM. hit rate 1.2% among 290,000;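 active means inhibition above the campaign mean inhibition over all tested compounds plus 3 SD, cut at about 28% in these data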;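 further: 0% = plate median of test compound wells and 100% = 2 mM ZnCl2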
MEKK3 PB1 HTS: raises or lowers MEK5 binding to the human MEKK3 PB1 domain; Q99759; bead-based flow cytometry, Alexa488-MEK5 binding to MEKK3; actives lie on both sides; 0 = blocked by unlabeled MEK5, 100 = vehicle; binding response (% of control), % at 10 µM; hit rate 1.4% among 290,000; AID 1529;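 active means binding response more than 3 SD above or below the average of its plate-row segment, actives on both sides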;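 further: Alexa488 bead fluorescence after subtracting the streptavidin-only scavenger bead signal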
NALP1 yeast inh: blocks the NALP1 inflammasome reconstituted in yeast. S. cerevisiae NALP1/ASC/caspase-1 growth, X-gal OD620, 72 h. inhibition, % at 10 µM. hit rate 0.61% among 280,000; in the data active means inhibition mostly above about 24%, no sharp cut-off; inactive means mostly below about 32%; further: some compounds called inactive have numbers as strong as hits
Numbers without * were called inactive; . = no result given. A portion of the library; count on the stated rates, not on these rows.

entry	SMILES	pCIP destab	PfM18AAP inh	IDE act	MEKK2 WT-MEK5	NALP1 yeast inh
1	CCS(=O)(=O)N1CCC(N2CCC(C)CC2)CC1	-6	1	5	102	.
2	CCOC(=O)c1ccc(NC(=O)c2cc(F)c(F)cc2Cl)cc1	-6	-9	0	96	-5
3	CCSc1nc2c(c(=O)n1CC)SC(C)C2 (stereo unspecified)	-6	-1	-2	100	0
4	CCN(CC)S(=O)(=O)c1ccc(/C=C/C(=O)N(c2ccccn2)C2CCCCC2)cc1	-28	3	6	104	4
5	CC1(c2ccccc2)NC(=O)N(CC(=O)NC(=O)NC2CCCC2)C1=O (stereo unspecified)	2	-5	-4	100	0
6	O=C(O)c1ccc(CNC(=O)C2CCCN2C(=O)OCc2ccccc2)cc1 (stereo unspecified)	-11	3	4	102	19
7	O=C(O)c1cc([N+](=O)[O-])cc2c1nnn2O	-19	1	5	92	-3
8	O=C(CSc1ccccc1)N1CCC(N2CCC(C(=O)N3CCCC3)CC2)CC1	-3	-2	1	109	4
9	COc1ccc(NC(=O)CCNC(=O)c2ccccc2Cl)cc1OC	5	3	-4	98	18
10	COc1ccc(CNC(=O)CN(C(=O)CCC(=O)Nc2ccccn2)c2cc(C)ccc2C)cc1	-8	3	3	102	13

entry	MEKK3 PB1 HTS	IDE inh	MEKK2mut PB1 HTS	UBC9 SUMO inh
1	101	1	2	0
2	102	-11	-2	10
3	102	2	0	11
4	106	-1	4	4
5	95	0	2	-6
6	97	.	1	2
7	90	4	-1	-28
8	100	-4	7	16
9	100	3	4	11
10	100	0	-2	-10

Remaining list, next part
entry	SMILES	pCIP destab	PfM18AAP inh	IDE act	MEKK2 WT-MEK5	NALP1 yeast inh
11	COc1cccc(NC(=O)CSC(N)=O)c1	6	17	-9	93	5
12	O=C(O)c1cccc(Nc2nc(C(F)(F)F)nc3ccccc23)c1	6	0	4	100	6
13	Nc1cccc(-n2nncc2-c2ccccc2)c1	-13	9	3	101	39
14	COc1cc(/C=N\NC(C)=O)ccc1OC/C=C/c1ccccc1	-1	-9	-4	95	10
15	NC1=NC(=O)/C(=C/c2ccsc2)S1	10	4	6	93	-1
16	O=C(CCSc1ccccc1)Nc1ccccc1C(=O)N1CCCC1	-26	-10	6	95	-6
17	C=C(C)C(=O)NNc1ccccc1	3	-7	-1	91	27*
18	COc1cccc(-c2cc(N)nn2C(=O)Nc2ccc(Cl)cc2)c1	-11	6	-1	117	30
19	C/C(=N\Nc1nc2ccccc2[nH]1)c1ccc(C)o1	-7	11	2	96	25
20	Cc1occc1C(=O)NC(C)CCc1ccccc1 (stereo unspecified)	1	-3	-1	101	4

entry	MEKK3 PB1 HTS	IDE inh	MEKK2mut PB1 HTS	UBC9 SUMO inh
11	92	-1	-4	18
12	104	2	-1	25
13	98	6	-3	-3
14	101	.	-2	9
15	101	-5	-12	-11
16	97	-10	-1	5
17	92	6	-2	-16
18	119	7	7	3
19	103	1	24	0
20	100	2	1	13

Other results
entry	SMILES	pCIP destab	PfM18AAP inh	IDE act	MEKK2 WT-MEK5	NALP1 yeast inh
21	O=C(NC1CCCCC1)c1sc(N2CCOCC2)nc1-c1ccccc1	-7	5	2	100	12
22	O=C(Nc1cccc(F)c1)c1ccc2c(c1)OCO2	-14	2	1	98	-3
23	COc1cc2c(cc1OC)[C@H](C)N(C(=S)Nc1ccc(F)cc1)CC2	-24	0	.	98	-13
24	COc1ccccc1NS(=O)(=O)c1ccc(NC(=O)N2CCCCC2)cc1	2	0	2	107	4
25	Cc1ccc(C(=O)OCC(=O)NC2CCCC2)cc1C	-2	-3	1	104	19
26	COc1ccc2cc(CN(CC3CCCO3)S(=O)(=O)c3ccccc3Cl)c(=O)[nH]c2c1 (stereo unspecified)	3	-6	0	101	34
27	Nc1c2c(nc3cccc(Cl)c13)N(c1ccccc1)CC2	6	5	-3	99	5
28	COc1cc2c(cc1OC)/C(=C/c1ccc(Cl)cc1)C(=O)OC2	-6	7	4	105	35
29	O=C(CN1C(=O)C2C3CC(C(Br)C3Br)C2C1=O)N1CCOCC1 (stereo unspecified)	2	3	1	110	28
30	NC(=O)c1nsc(C(=O)N(Cc2ccco2)C(C(=O)NCC2CCCO2)c2ccc(F)cc2)c1N (stereo unspecified)	-6	0	6	101	1

entry	MEKK3 PB1 HTS	IDE inh	MEKK2mut PB1 HTS	UBC9 SUMO inh
21	102	2	-1	-6
22	101	4	5	1
23	94	3	-5	7
24	101	-1	4	1
25	100	-2	2	6
26	105	0	6	-16
27	102	-4	-2	2
28	108	3	4	-7
29	109	2	4	-10
30	104	.	4	-5

New compounds follow
entry	SMILES	pCIP destab	PfM18AAP inh	IDE act	MEKK2 WT-MEK5	NALP1 yeast inh
31	O=C(NN1CCCCC1)c1ccccc1	-13	-1	3	101	22
32	CCOc1ccc(NC(=O)CC2C(=O)N(c3ccc(OC)cc3)C(=O)N2Cc2ccc(OC)cc2)cc1 (stereo unspecified)	-5	-7	1	99	6
33	FC(F)(F)c1cccc(N2CCN(C3CC4CCC3C4)CC2)c1 (stereo unspecified)	15	2	-5	100	7
34	CN(Cc1ccccc1)C(=O)COC(=O)CCNC(=O)c1ccccc1Cl	-7	9	6	97	12
35	COc1ccc(OC)c(CN2CCC(Cc3ccccc3)CC2)c1	-6	2	2	108	2
36	O=C(N/N=C/C(Cl)=C/c1ccccc1)c1cnccn1	-4	6	-2	95	31
37	CCc1nc(NCc2ccc3c(c2)OCO3)c2oc3ccccc3c2n1	8	0	-2	96	19
38	CCCNC(=O)N1CCC(n2nccc2NC(=O)CCOc2ccccc2)CC1	-2	-6	3	103	11
39	Nc1nc(Nc2ccccc2F)sc1C(=O)c1ccccc1	-3	3	1	93	16
40	CC1Cc2ccccc2N1C(=O)Cn1nnc(-c2ccccc2NC(=O)C2CCC2)n1 (stereo unspecified)	1	-11	7	86	0

entry	MEKK3 PB1 HTS	IDE inh	MEKK2mut PB1 HTS	UBC9 SUMO inh
31	106	-2	-2	9
32	99	2	-3	8
33	97	0	0	-15
34	100	3	-3	3
35	100	2	-1	-5
36	101	9	8	11
37	99	-10	3	6
38	101	-2	3	12
39	92	-2	-5	-3
40	85	0	-9	3

Other entries follow.
entry	SMILES	pCIP destab	PfM18AAP inh	IDE act	MEKK2 WT-MEK5	NALP1 yeast inh
41	CCC1CN(S(=O)(=O)c2cc(-c3cc(C)no3)ccc2OC)c2cc(C)ccc2O1 (stereo unspecified)	-6	3	7	81	19
42	C/C(=N\Nc1ccc([N+](=O)[O-])cc1[N+](=O)[O-])C(C)(C)C(C(=O)O)C(=O)O	-2	17	4	109	18
43	COc1ccc(-c2nc(-c3ccccc3)nc(N3CCN(C)CC3)c2C#N)cc1	-4	2	-3	152*	0
44	Cc1ccc(N=Nc2c(O)n(CN3CCOCC3)c3ccccc23)cc1	-3	0	1	.	5
45	CCOc1ccc(S(=O)(=O)Nc2ccccc2C(=O)NCc2ccco2)cc1	8	-2	4	97	20
46	O=C(N/N=C/c1cn(-c2ccccc2)nc1-c1cc2ccccc2o1)c1cccnc1	-21	3	-2	106	29
47	COc1ccccc1NS(=O)(=O)c1ccc(O)c(C(=O)OCC(=O)c2ccc(Cl)cc2Cl)c1	-21	11	-3	92	-2
48	COc1cc(NC(=O)CN(C)CCOc2ccccc2)c(C)cc1[N+](=O)[O-]	-5	2	-1	107	-8
49	COc1ccc(-c2n[nH]c(C)c2-c2ccc(Cl)cc2)c(O)c1	-10	-8	3	97	4
50	CCOc1ccc(NC(=O)CCNC(=O)Cn2ccc3ccccc3c2=O)cc1	3	1	1	100	18

entry	MEKK3 PB1 HTS	IDE inh	MEKK2mut PB1 HTS	UBC9 SUMO inh
41	99	-4	-1	10
42	106	4	26	-1
43	105	2	6	-42
44	.	-1	.	10
45	99	4	12	-4
46	100	0	-1	2
47	102	-7	-1	-2
48	105	-5	4	-4
49	101	-2	8	-1
50	105	0	-3	0

Carrying on.
entry	SMILES	pCIP destab	PfM18AAP inh	IDE act	MEKK2 WT-MEK5	NALP1 yeast inh
51	CCN(C(=O)CSc1nnc2ccccn12)c1c(N)n(Cc2ccccc2)c(=O)[nH]c1=O	5	-4	-3	107	5
52	CC(C)c1ccc(NC(=O)C(c2ccccc2)N(Cc2ccco2)C(=O)CC2NC(=O)NC2=O)cc1 (stereo unspecified)	10	-4	1	84	19
53	Cc1ccc2c(COC(=O)c3ccc(C)c(C)c3)cc(=O)oc2c1	-11	-2	6	90	9
54	Cn1c(N)c(C(=O)c2ccccc2)c(=O)n(C)c1=O	-5	-4	5	97	4
55	COC(=O)c1ccc(-n2c(C)cc(C(=O)CCl)c2C)cc1	-17	-3	2	82	0
56	CCCN(CC(=O)Nc1ccc(F)c(F)c1F)CC(=O)Nc1c(Cl)cccc1Cl	-6	-2	5	95	16
57	Cc1ccc2c(c1)CC(C)N2S(=O)(=O)c1nnc(NC(=O)CC(C)C)s1 (stereo unspecified)	5	1	0	98	32
58	Cc1ccc(-c2ocnc2C(=O)Nc2ccccc2C(=O)N2CCCC2)cc1	-6	1	2	100	-6
59	O=C(NCCc1nc2ccccc2[nH]1)c1ccc(F)cc1	-4	2	8	100	-6
60	COc1ccc(-n2nnnc2Sc2ccc(S(=O)(=O)N3CCOCC3)cn2)cc1	-9	.	2	93	-5
61	C/C(=N\NC(=S)Nc1ccc(F)cc1)C1CC1	-8	18	1	104	11
62	CC(C)C(=O)Nc1cccc(NC(=O)c2cccc([N+](=O)[O-])c2)c1	9	-3	4	97	-1
63	CC(C)Oc1ccc(C(=O)Nc2c3c(nn2C(C)(C)C)CS(=O)(=O)C3)cc1	-9	-4	6	97	17

entry	MEKK3 PB1 HTS	IDE inh	MEKK2mut PB1 HTS	UBC9 SUMO inh
51	121	-4	1	-3
52	88	4	-10	-22
53	94	-7	-3	8
54	93	7	1	15
55	93	3	-14	7
56	93	9	0	0
57	97	15	1	7
58	104	1	-5	-10
59	96	0	4	17
60	89	0	-6	14
61	103	1	2	-2
62	96	-4	-8	-13
63	99	-1	2	14
